tim10-1 inh: tim10-1 yeast growth inhibition. S. cerevisiae tim10-1 ts strain growth, BacTiter-Glo, 24 h. inhibition, % at 20 µM. 330,000 compounds, 2.2% hits;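 active = inhibition of at least 40%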;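 note: mutant grown at 25 °C; 0% = DMSO wells with yeast and 100% = wells holding no yeast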
NALP3 yeast inh: inhibitors of NALP3 inflammasome in yeast; Yeast reconstituted NLRP3/ASC/caspase-1, beta-gal luminescence, 24 h; inhibition, % at 10 µM; 330,000 compounds, 0.39% hits;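 active = inhibition of 50% or more; inactive = inhibition below 50%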;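 note: plate controls were induced DMSO wells for no effect and uninduced yeast grown without galactose for full effect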
CHOP UPR activ: apoptotic UPR (CHOP) activation | CHO-CHOP luciferase reporter, luminescence; percent of tunicamycin response over DMSO baseline | activation, % at 10 µM | AID 449763 | 330,000 compounds, 0.34% hits;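 active = at 10 µM dose, activation of 40% or more, normalized to positive control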;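 note: 100% = tunicamycin at 10 µg/mL and 0% = DMSO alone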
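assay system = CHO CHOP reporter cells | amount = 500 CHO-CHOP cells per well | buffer or medium = F12 with 10% FBS | incubation = 16-18 h cell attachment, then 6 h compound exposure, 37 °C | detection = luminescence read with Steady-Glo | read-out = percent activation relative to tunicamycin control | controls = tunicamycin high control, DMSO low control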
APJ agonist: activates the human apelin receptor APJ | P35414 | CHO-K1 APJ PathHunter beta-arrestin, luminescence; 0% DMSO wells, 100% apelin | activation, % at 20 µM | 330,000 compounds, 0.11% hits | AID 2520;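 active = activation more than six SD over the plate average, tested at 20 µM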;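 note: 0% = DMSO alone and 100% = apelin-13 at 10 nM; some results filed as inactive read as strong as hits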
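Assay system: engineered CHO-K1 APJ arrestin reporter cells; Amount: 1000 CHO-K1 reporter cells seeded per well; Dosing: one dose, 20 µM compound, 1% DMSO; Times: compound stimulation 90 min at 25 °C, detection 60 min; Measured by: luminescent beta-gal fragment complementation, chemiluminescent substrate; Read-out: APJ–arrestin association signal; Controls: DMSO vs Apelin-13 10 nM.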
GRIN3A LBD mod: modulates the human NR3A ligand-binding domain; Tm shift relative to glycine control, % at 25 µM; NR3A LBD differential scanning fluorimetry, Tm shift; 0% = protein alone, 100% = glycine-bound protein; AID 1259313; 340,000 compounds, 2.5% hits;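 active = melting temperature shift of at least 10% of the positive control shift, at one fixed dose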
TIM10 inh: inhibits growth of TIM10 yeast strain; S. cerevisiae TIM10 strain growth, BacTiter-Glo luminescence, 24 h; inhibition, % at 10 µM; 330,000 compounds, 1.4% hits;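 active = inhibition of 40% or more at the single tested concentration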;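 note: wild-type TIM10 isogenic control strain grown at permissive 25 °C; 0% = DMSO yeast wells and 100% = minimal medium wells without yeast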
UPR XBP1 act: adaptive UPR (XBP1) activation; CHO-XBP1 luciferase reporter, IRE1-XBP1 UPR activation, luminescence; percent of tunicamycin response, DMSO as zero; activation, % at 20 µM; 330,000 compounds, 0.33% hits;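 active = versus positive control, 20 µM dose yields 30% or more activation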;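 note: 100% = tunicamycin at 10 µg/mL and 0% = DMSO only wells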
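incubation = overnight seeding at 37 °C, 6 h compound treatment at 37 °C | assay system = CHO-XBP1 cells stably carrying IRE1-XBP1-driven luciferase reporter | input = 1000 cells per well | detection = luciferase luminescence | dosing = single point, 20 µM final compound, 1% DMSO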
Mdm2-MdmX inh: inhibitors of human Mdm2/MdmX interaction; O15151+Q00987; SaOS-2 split-luciferase Mdm2/MdmX complementation, luminescence; inhibition, % at 8 µM; 330,000 compounds, 3% hits; AID 485346;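 active = inhibition of at least 50% at 8 µM in the primary screen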
Target sequence (O15151 whole entry, looked up): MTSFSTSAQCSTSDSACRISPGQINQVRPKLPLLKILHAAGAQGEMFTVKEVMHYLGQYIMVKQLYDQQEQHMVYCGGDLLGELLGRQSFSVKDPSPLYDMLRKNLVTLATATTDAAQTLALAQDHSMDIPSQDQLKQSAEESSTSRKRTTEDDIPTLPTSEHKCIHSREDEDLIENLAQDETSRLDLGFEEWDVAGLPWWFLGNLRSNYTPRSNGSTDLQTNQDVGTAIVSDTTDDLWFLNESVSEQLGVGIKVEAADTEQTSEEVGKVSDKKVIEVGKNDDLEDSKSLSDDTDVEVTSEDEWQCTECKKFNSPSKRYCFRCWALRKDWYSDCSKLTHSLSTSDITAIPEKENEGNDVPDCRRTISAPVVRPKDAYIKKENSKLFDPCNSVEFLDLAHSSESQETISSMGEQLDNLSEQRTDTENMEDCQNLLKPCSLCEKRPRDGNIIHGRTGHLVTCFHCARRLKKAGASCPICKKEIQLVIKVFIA
Target sequence (Q00987 whole entry, looked up): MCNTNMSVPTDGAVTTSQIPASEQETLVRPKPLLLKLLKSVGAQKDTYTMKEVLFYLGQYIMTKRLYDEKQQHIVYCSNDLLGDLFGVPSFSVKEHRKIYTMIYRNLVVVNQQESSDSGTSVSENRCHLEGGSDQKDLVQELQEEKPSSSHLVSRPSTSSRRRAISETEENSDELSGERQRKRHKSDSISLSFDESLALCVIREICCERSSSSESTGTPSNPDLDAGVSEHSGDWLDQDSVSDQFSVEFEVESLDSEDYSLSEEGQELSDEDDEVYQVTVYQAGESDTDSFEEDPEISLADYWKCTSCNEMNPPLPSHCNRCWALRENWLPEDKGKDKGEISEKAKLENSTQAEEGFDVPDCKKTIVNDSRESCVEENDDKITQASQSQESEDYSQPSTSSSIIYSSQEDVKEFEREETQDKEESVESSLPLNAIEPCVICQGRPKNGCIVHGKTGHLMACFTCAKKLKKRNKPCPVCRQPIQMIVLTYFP
tim23-1 inh: tim23-1 yeast growth inhibition; S. cerevisiae tim23-1 growth, BacTiter-Glo luminescence, 24 h; inhibition, % at 20 µM; 330,000 compounds, 1.3% hits;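 active = growth inhibition of the mutant yeast at or above 50%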;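 note: temperature-sensitive mutant grown at 25 °C; plate controls were DMSO-treated mutant yeast for no effect and medium wells lacking yeast for full effect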
Starred values were filed as active, the others as inactive; · = no result given. The order is random, and some 8.2% of all compounds hit somewhere here.

No. | mol | NALP3 yeast inh | UPR XBP1 act | Mdm2-MdmX inh | APJ agonist | tim10-1 inh | tim23-1 inh | TIM10 inh | GRIN3A LBD mod | CHOP UPR activ
1 | CCOC(=O)/C(C#N)=C/Nc1ccccc1NS(=O)(=O)c1ccc(C)c(C)c1 | 10 | -2 | 14 | -3 | 12 | -9 | -20 | 2 | 0.8
2 | CS(=O)(=O)Nc1cccc(C2=NN(C(=O)CCC(=O)O)C(c3cccs3)C2)c1 (centres undefined) | -3 | -2 | -14 | -2 | 12 | 11 | 4 | -1 | 0.7
3 | Cc1cc(C)cc(NC(=O)CCC(=O)Nc2nnc(C(F)(F)F)s2)c1 | 12 | -3 | 17 | 2 | -3 | 3 | 6 | 1 | 1.3
4 | CC1Cc2ccccc2N1C(=O)CSc1nccc(=O)[nH]1 (centres undefined) | -1 | -1 | -1 | 1 | 3 | 9 | -11 | -1 | 0.9
5 | CCOC(=O)CNC(=O)CSc1nc(Cc2cccs2)nc2ccccc12 | 13 | -3 | -1 | -3 | 14 | -6 | -16 | -7 | 2.4
6 | O=C(CCc1ccccc1)N1CCCN(C(=O)CCc2ccccc2)CC1 | 7 | -2 | 24 | -2 | 28 | 22 | 13 | 1 | 1.8
7 | O=C(NC1CC2CCCC(C1)N2C(=S)Nc1ccccc1Cl)C1CC1 (centres undefined) | 8 | -2 | 7 | 1 | -9 | 4 | -4 | -1 | -1.4
8 | Cc1ccc(S(=O)(=O)C2C(=O)N(C)C3(C)CC2c2ccccc2O3)cc1C (centres undefined) | 14 | -5 | -3 | -2 | 7 | -1 | -2 | -1 | -3.2
9 | COc1ccccc1C(=O)NC(=O)COC(=O)c1nccnc1N | -4 | -3 | 3 | 0 | 4 | 14 | -4 | 0 | -0.5
10 | O=c1c2cc([N+](=O)[O-])cc([N+](=O)[O-])c2[nH]n1-c1ccccc1 | 14 | -6 | -9 | -9 | 13 | 23 | 22 | 8 | -0.5
11 | Cc1ccc(-n2cnc3cc(NCc4cccs4)ccc32)cc1 | 34 | 0 | -3 | -2 | 56* | 28 | 63* | -1 | 5.7
12 | COc1cc(/C=N/N(C)C)ccc1OC(=O)c1ccco1 | -5 | 2 | 11 | 5 | 24 | 30 | 23 | -1 | -0.4
13 | COC(=O)N1C(=O)[C@@](Cc2ccccc2)(c2ccccc2)N1C(=O)OC | 2 | -4 | 61* | -2 | 23 | 27 | 4 | 4 | 0.4
14 | Cc1cccc(N/C(N)=N/c2nc(C)c(Cc3ccccc3)c(=O)[nH]2)c1 | 6 | 14 | 50 | -1 | -3 | 5 | 4 | -2 | 9.4
15 | Fc1ccccc1/C=C/c1ccc2ccccc2n1 | 29 | -5 | -102 | -2 | 13 | 18 | 10 | -437 | -4.6
16 | O=C1Nc2ccccc2/C1=C/C(=O)c1cccs1 | 30 | 12 | 64* | 2 | 51* | 55* | 68* | 0 | 74*
17 | CCCC(C)n1[nH]c(=O)cc1N (centres undefined) | 12 | -2 | 12 | 6 | -13 | -7 | -11 | -1 | -0.9
18 | CCOC(=O)N1CCN(S(=O)(=O)c2ccc([N+](=O)[O-])cc2)CC1 | 15 | -1 | -23 | 2 | 18 | 13 | 18 | -1 | 0.4
19 | Cc1ccc(C)c(N(CC(=O)NC2CCCC2)C(=O)c2oc(C(C)(C)C)cc2C)c1 | 15 | -4 | 34 | 0 | 30 | 42 | 27 | -13 | 0.4
20 | COc1cc2c(cc1OC)CN(C(=O)COc1ccccc1[N+](=O)[O-])CC2 | -2 | -4 | -26 | -1 | -6 | 8 | -8 | -1 | 0.8
21 | CCc1n[nH]c(=O)c2cc3cc(OC)ccc3n12 | 24 | 17 | 15 | -2 | 31 | 17 | 14 | 0 | -2.1
22 | COc1cc(/C=C/C(=O)OCC(=O)N2CCN(S(=O)(=O)c3ccc(C)cc3C)CC2)cc(Cl)c1OC | -1 | -4 | 3 | 0 | -4 | 9 | 4 | 6 | 7.2
23 | O=C(CSCC(=O)Nc1ccccc1)N/N=C/c1c(O)ccc2ccccc12 | 16 | -2 | 79* | -2 | 42* | -13 | 38 | 9 | -3.8
24 | O=C(CCc1nnc2ccc(N3CCC4(CC3)OCCO4)nn12)Nc1ccc(F)cc1 | 10 | -3 | 8 | -5 | -7 | 7 | -1 | -1 | -2.2
25 | COc1ccc(-c2ccc(=O)n(CC(=O)Nc3ccc4c(c3)OCCO4)n2)cc1 | 10 | -4 | -12 | -1 | -18 | 7 | 4 | 3 | 0.5
26 | O=C(O)c1cc(S(=O)(=O)Nc2ccc(OCc3ccccc3)cc2)ccc1Br | 14 | 2 | -12 | -4 | -9 | 3 | 11 | -3 | 0.5
27 | CC(C)(C)C(=O)N/C(N)=N/c1nc2ccccc2o1 | 30 | -1 | -136 | 1 | -18 | 23 | -6 | -1 | 4.2
28 | CCc1ccc(C(=O)Nc2ccc(OC)c(S(=O)(=O)N3CCOCC3)c2)cc1 | -2 | -1 | -9 | -7 | 19 | 13 | -8 | -2 | 1.5
29 | COc1ccc(C(Nc2cc(C)ccn2)c2ccc3ccc(C)nc3c2O)cc1 (centres undefined) | 46 | -3 | 43 | -1 | 1 | -3 | -21 | -3 | -0.7
30 | O=C(NC1CCN(c2ncccn2)CC1)c1ccccc1F | 9 | -5 | -14 | 0 | 20 | 5 | -5 | 0 | -2.8
31 | CCOC(=O)C1=C(C)NC(=O)NC1c1cccc(OC)c1OCc1ccccc1Cl (centres undefined) | 2 | 1 | 0 | -2 | 14 | 5 | 14 | -7 | -0.1
32 | O=C(Nc1ccc(Cl)cn1)Nc1ccccc1F | 15 | 2 | -22 | 0 | 11 | 2 | 14 | 2 | 5.8
33 | COc1ccc2c(c1OC)C(=O)OC2Nc1ccc(S(=O)(=O)N=C(N)N)cc1 (centres undefined) | 1 | 4 | -13 | -3 | -2 | 22 | -6 | -1 | -0.8
34 | COC(=O)C1=C2SC(C)C(=O)N2C(N)=C(C#N)C1c1cc(OC)c(OC)c(OC)c1 (centres undefined) | 4 | -3 | -5 | -1 | -4 | 1 | 3 | 1 | -1.1
35 | CSCCC1NC(=O)N(CC(=O)N2N=C(c3ccc(Cl)cc3)CC2c2ccco2)C1=O (centres undefined) | 5 | 1 | 31 | -1 | 20 | 6 | 12 | -1 | 1.3
36 | O=C(O)c1ccc(NC(=O)c2cn(-c3ccccc3)nc2-c2cccc(Cl)c2)cc1 | 17 | -3 | 14 | 3 | 5 | 19 | 21 | 3 | 3.6
37 | Cc1nnc(SCC(=O)N2CCCc3ccccc32)[nH]c1=O | 3 | -4 | 9 | -2 | 9 | 5 | 0 | 0 | 1.2
38 | Cc1ccc(S(=O)(=O)c2nnn3c2nc(N2CCC(C(N)=O)CC2)c2ccccc23)cc1C | 0 | -2 | 2 | 3 | 0 | -9 | -5 | -9 | 0.1
39 | CC(C)CN(CC(C)C)S(=O)(=O)N1CCC(C(=O)NCCc2ccc(Cl)cc2)CC1 | 15 | -5 | 17 | -5 | 15 | 17 | 19 | · | -1.1
40 | Cc1cccc(CCN(C(=O)c2snc(C(N)=O)c2N)C(C(=O)NCC2CCCO2)c2ccc(F)cc2)c1 (centres undefined) | 6 | 4 | 6 | 3 | 6 | 18 | -6 | -1 | 2.0
41 | CCCCCCOC(=O)Cc1c(C)nc(N)[nH]c1=O | 1 | -4 | 20 | -3 | -10 | -17 | -4 | -1 | -0.2
42 | COc1ccc(S(N)(=O)=O)cc1C(=O)N(C)CC(=O)Nc1ccc(N2CCOCC2)cc1 | 14 | -2 | 17 | -1 | -11 | 5 | 4 | -3 | 1.7
43 | COCC(=O)N(CCc1ccc(OC)c(OC)c1)Cc1cc2cc(C)ccc2nc1Cl | -3 | -5 | 20 | 0 | 25 | 4 | 18 | 1 | -1.6
44 | O=C(CSc1nnc(SCc2cccc3ccccc23)s1)N/N=C/C=C/c1ccccc1[N+](=O)[O-] | -3 | -1 | -1 | -2 | 21 | 9 | 13 | 6 | 0.5
45 | Cc1cccc2sc(N(CCN(C)C)C(=O)C3CCN(S(=O)(=O)c4cccs4)CC3)nc12 | 29 | 1 | 21 | 4 | 20 | -28 | 22 | -11 | 4.8
46 | O=C1NC(=Nc2cccc(O)c2)S/C1=C\c1cccnc1 | 17 | 2 | 16 | -2 | 1 | 3 | -20 | 8 | -0.6
47 | Cc1ccc(N2C(=O)CC(N3CCN(c4ccc(F)cc4)CC3)C2=O)c(C)c1 (centres undefined) | 17 | -6 | -2 | 0 | -8 | 1 | 1 | 1 | 0.0
48 | Cc1ccc(-c2noc(-c3ccccc3C(=O)N3CCOCC3)n2)cc1 | -6 | 11 | 4 | -4 | 19 | 32 | -8 | 0 | 1.1
49 | Cn1c(SCC(N)=O)nnc1-c1ccc(C(C)(C)C)cc1 | 15 | 0 | -7 | 0 | -8 | -7 | -10 | 0 | 0.6

Sorted by count of non-hydrogen atoms (smallest number first): part of the list above
No. | mol | NALP3 yeast inh | UPR XBP1 act | Mdm2-MdmX inh | APJ agonist | tim10-1 inh | tim23-1 inh | TIM10 inh | GRIN3A LBD mod | CHOP UPR activ
41 | CCCCCCOC(=O)Cc1c(C)nc(N)[nH]c1=O | 1 | -4 | 20 | -3 | -10 | -17 | -4 | -1 | -0.2
49 | Cn1c(SCC(N)=O)nnc1-c1ccc(C(C)(C)C)cc1 | 15 | 0 | -7 | 0 | -8 | -7 | -10 | 0 | 0.6
48 | Cc1ccc(-c2noc(-c3ccccc3C(=O)N3CCOCC3)n2)cc1 | -6 | 11 | 4 | -4 | 19 | 32 | -8 | 0 | 1.1
47 | Cc1ccc(N2C(=O)CC(N3CCN(c4ccc(F)cc4)CC3)C2=O)c(C)c1 (centres undefined) | 17 | -6 | -2 | 0 | -8 | 1 | 1 | 1 | 0.0
43 | COCC(=O)N(CCc1ccc(OC)c(OC)c1)Cc1cc2cc(C)ccc2nc1Cl | -3 | -5 | 20 | 0 | 25 | 4 | 18 | 1 | -1.6
45 | Cc1cccc2sc(N(CCN(C)C)C(=O)C3CCN(S(=O)(=O)c4cccs4)CC3)nc12 | 29 | 1 | 21 | 4 | 20 | -28 | 22 | -11 | 4.8
44 | O=C(CSc1nnc(SCc2cccc3ccccc23)s1)N/N=C/C=C/c1ccccc1[N+](=O)[O-] | -3 | -1 | -1 | -2 | 21 | 9 | 13 | 6 | 0.5
40 | Cc1cccc(CCN(C(=O)c2snc(C(N)=O)c2N)C(C(=O)NCC2CCCO2)c2ccc(F)cc2)c1 (centres undefined) | 6 | 4 | 6 | 3 | 6 | 18 | -6 | -1 | 2.0

Source: PubChem
